A-T KAP1 phos: potential ataxia-telangiectasia treatments restoring KAP-1 phosphorylation; […] A-T fibroblasts, KAP-1 phosphorylation AlphaLISA; neocarzinostatin DNA damage 30 min before lysis; Potency, µM (titrated, usually from 57.5 µM), inactives show at the highest dose activation, hits mostly activators; 0.19% of 320,000 active; AID 485349; note: potency is the fitted concentration of half-maximal effect; % of control where 0% means no effect; nearly all actives have a fitted effect of over 45% in size
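hTERT-immortalized A-T patient fibroblasts ([…]), 500 cells/well in OPTI-MEM, 1% FBS, got compounds for 60 min, then NCS for 30 min at 37C. Lysates were then assayed for phospho-KAP-1 by AlphaLISA (anti-pKAP1 donor, anti-KAP1 acceptor beads), 6 hr at 25C.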
KCNH2 3.1 inh: inhibitors of human KCNH2 3.1 potassium channel isoform; U2OS KCNH2 3.1, thallium flux FluxOr; active compounds read low; activity change, % (tested at about 1.8 µM); 0.95% of 340,000 active;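 active = maximum activity change below -70%; inconclusive = maximum activity change from -70% to -50%; inactive = maximum activity change above -50%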;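 note: thallium influx rate constant from kinetic fluorescence after stimulation buffer; % is set by controls: 0 for no effect and ±100 for the full control effect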
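Thallium flux via FluxOr fluorescence (Red40 quencher, 45 min loading) in U2OS cells virally expressing the KCNH2 3.1 isoform (1.77 x 10^8 /mL virus, overnight at 37 C). Rate constants from 2-min kinetic reads post-stimulation, normalised to positive and negative controls.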
TRPV1 agonist: human TRPV1 agonism | TRPV1-expressing cells, Fluo-8 calcium influx, agonist mode | activation, % at 8.33 µM | 0.19% of 320,000 active; in the data active = activation above about 80%; inconclusive = between about 30% and that limit; note: 0% is about no effect
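Fluo-8 calcium influx in TRPV1-expressing cells, kinetic read (ex 480/em 520 nm). Compound added and read 3 min for agonist activity, followed by capsaicin at EC20 final and 2 min further read for enhancement.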
hERG WT inh: inhibitors of human wildtype KCNH2 potassium channel | Q12809 | U2OS, BacMam KCNH2, thallium flux FluxOr; active compounds read low | activity change, % at 1.84 µM | 0.37% of 340,000 active;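 active = maximum activity change below -70%; inconclusive = maximum activity change between -70% and -50%; inactive = maximum activity change above -50%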; note: % is set by controls: 0 for no effect and ±100 for the full control effect
Target sequence (Q12809 whole entry, looked up): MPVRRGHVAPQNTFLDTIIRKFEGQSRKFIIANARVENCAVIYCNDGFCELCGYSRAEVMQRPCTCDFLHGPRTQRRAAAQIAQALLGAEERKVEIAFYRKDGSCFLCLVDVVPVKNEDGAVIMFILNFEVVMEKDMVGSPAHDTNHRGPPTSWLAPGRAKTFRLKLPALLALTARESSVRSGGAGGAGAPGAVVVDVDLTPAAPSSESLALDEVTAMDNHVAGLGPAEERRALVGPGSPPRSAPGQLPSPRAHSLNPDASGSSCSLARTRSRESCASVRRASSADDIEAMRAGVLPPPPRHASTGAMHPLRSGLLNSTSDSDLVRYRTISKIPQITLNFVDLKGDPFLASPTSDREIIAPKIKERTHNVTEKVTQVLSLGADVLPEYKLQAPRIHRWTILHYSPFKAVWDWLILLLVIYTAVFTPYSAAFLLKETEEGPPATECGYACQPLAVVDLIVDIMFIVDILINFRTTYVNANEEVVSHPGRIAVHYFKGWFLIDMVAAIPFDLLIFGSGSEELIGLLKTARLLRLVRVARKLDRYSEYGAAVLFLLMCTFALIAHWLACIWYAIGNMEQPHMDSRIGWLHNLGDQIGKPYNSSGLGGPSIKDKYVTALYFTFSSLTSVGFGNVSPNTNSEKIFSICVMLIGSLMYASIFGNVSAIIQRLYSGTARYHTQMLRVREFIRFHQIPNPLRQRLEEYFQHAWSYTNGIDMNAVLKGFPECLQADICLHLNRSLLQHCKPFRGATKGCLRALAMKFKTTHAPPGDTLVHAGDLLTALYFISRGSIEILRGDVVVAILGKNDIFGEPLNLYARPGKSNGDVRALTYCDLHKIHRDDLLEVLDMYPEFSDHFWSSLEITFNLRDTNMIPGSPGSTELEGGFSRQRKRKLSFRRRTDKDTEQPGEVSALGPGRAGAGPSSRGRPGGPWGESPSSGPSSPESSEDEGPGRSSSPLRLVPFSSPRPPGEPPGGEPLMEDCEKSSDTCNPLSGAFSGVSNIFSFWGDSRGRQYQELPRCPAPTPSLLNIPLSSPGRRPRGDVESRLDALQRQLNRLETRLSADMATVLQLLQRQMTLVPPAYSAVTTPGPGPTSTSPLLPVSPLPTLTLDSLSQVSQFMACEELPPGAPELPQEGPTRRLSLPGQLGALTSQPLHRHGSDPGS
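U2OS cells were transduced with wild-type KCNH2 virus (2.03 x 10^8 / mL) for 4 h at room temperature, then cultured overnight at 37 C. Thallium flux was read with FluxOr dye. Rate constants were normalized to DMSO controls.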
Eya2 phos inh: Eya2 (human) phosphatase inhibition | O00167 | recombinant Eya2, OMFP fluorescence dephosphorylation (OMFP is methylfluorescein phosphate) | Potency, µM (doses to about 76.9 µM), inactives show at the top dose activity, negative = inhibition, most hits filed as inhibitors | 0.006% of 330,000 active | AID 488837; note: potency is the fitted concentration of half-maximal effect; % is set by controls: 0 for no effect and ±100 for the full control effect
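Eya2 (0.2 uM) preincubated 10 min at ambient with compound, then OMFP substrate added at 50 uM; 10 min reaction in 50 mM HEPES pH 7.5, 50 mM NaCl, 5 uM MgCl2, 0.05% BSA, 1 mM DTT. Fluorescence read at Ex 485/Em 525 nm.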
TSHR antagonist: human thyrotropin receptor antagonism. activity change, negative = inhibition, % at 11.5 µM. 0.2% of 330,000 active. TSHR-expressing cells, TSH-stimulated cAMP HTRF, 2 h; active compounds read low;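 active = activity change below a set negative limit, meaning inhibition stronger than a set level, cut at about -70% in these data; inconclusive = activity change between two set negative limits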; note: % is set by controls: 0 for no effect and ±100 for the full control effect
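Cell-based HTRF cAMP assay; TSHR cells + compound, TSH EC80 (4nM final), 2 h, 37 deg C. Lysis with anti-cAMP cryptate and cAMP-d2, 30 min RT, read 665/620 nm.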
TCR act: T cell receptor activation | primary human leukocytes, anti-CD3, IL-2 HTRF, 48 h | Potency, µM (top dose mostly 9.22 µM), without a hit: at the top dose activation of IL-2 secretion, most hits filed as activators | 330,000 tested, under 10 active | AID 504894; note: % of control where 0% means no effect
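48 hr co-incubation of compounds, a-CD3 beads and primary human leukocytes; IL-2 quantified homogeneously by HTRF with anti-IL-2 K and d2 conjugates.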
Mito fusion act: inhibitors of mitochondrial division or activators of mitochondrial fusion | S. cerevisiae fusion-defective mutant growth rescue, CellTiterGlo 48 h | Potency, µM (highest dose often 46.1 µM), without a hit: at the top dose growth rescue (activation), most hits filed as activators | 0.23% of 320,000 active;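 note: potency is the fitted concentration of half-maximal effect; % of control where 0% means no effect; nearly all actives have a fitted effect of over 45% in size; temperature-sensitive fusion mutants such as fzo1-1 at 37 °C on non-fermentable ethanol glycerol medium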
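Yeast fusion mutant, YPEG (non-fermentable carbon), compound, 48 h at 37C non-permissive; CellTiterGlo added, 10 min RT, luminescence read. Rescued growth = division inhibition.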
ELG1 repair inh: inhibitors of ELG1-dependent DNA repair in HEK293T cells; HEK293T ELG1-luciferase reporter, luminescence, 16 h; DNA damage induced by 5-fluorouridine; Potency, µM (titrated, usually from 46.1 µM), inactives show top-dose activity change, negative = inhibition, most hits filed as inhibitors; 2.3% of 330,000 active; AID 504467; note: potency is the fitted concentration of half-maximal effect; % is set by controls: 0 for no effect and ±100 for the full control effect; nearly all actives have a fitted effect of over 55% in size
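HEK293T cells expressing luciferase-tagged ELG1 (2,000/well) received 5-Fluorouridine plus compound or DMSO for 16 hr at 37 °C. Luciferase was read by ONE-Glo luminescence after 30 min at room temperature.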
USP2a inh: USP2a (human) protease inhibition | O75604 | Potency, µM (top dose mostly 38.3 µM), for inactives: top-dose activity change, negative = inhibition, hits mostly inhibitors | AID 463254 | 0.01% of 330,000 active | USP2 core, Ub-CHOP2 coupled fluorogenic reporter, 485/531;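 note: potency is the fitted concentration of half-maximal effect; plate controls were DMSO wells for no effect and full inhibition by NEM control for full effect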
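Cell-free coupled assay: 10nM USP2 core preincubated 30min RT with compound in Tris-HCl pH 8.0/CaCl2/CHAPS buffer, then 25nM Ub-CHOP2 and 25nM reporter substrate; fluorescence (Ex 485/Em 531) read after 60min RT, normalized to NEM inhibition, concentration-response curves fitted.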
* hit, by the source's call; ? = inconclusive; nt = no result given; [ ] = another dose, or the depositor's remark. Unless noted, calls come from the whole dose curve; as a rule, active = well fitted curve in the direction sought with a large enough effect; inconclusive = small, poorly fitted or top-dose-only effect, or another doubt; inactive = no such curve, though single readings can be large; an effect the other way counts as inactive or inconclusive. These rows are one share of the data; the hit share may differ from the screen's.

SMILES	A-T KAP1 phos	KCNH2 3.1 inh	TRPV1 agonist	hERG WT inh	Eya2 phos inh	TSHR antagonist	TCR act	Mito fusion act	ELG1 repair inh	USP2a inh
C=CCOc1ccc(/C=N/Nc2ccccn2)cc1OC	10%	-6	-9	4	4%	10	2%	-1%	?	-1%
COc1cccc(Nc2nc(C)cc(C)c2C#N)c1	5%	-10	4	4	6%	8	-1%[46.1 µM]	5%	-10%	0%
Cc1[nH]c(=O)[nH]c(=O)c1S(=O)(=O)Nc1ccc(Br)cc1F	-1%	2	1	-7	15%	21	2%	5%	6%	-2%
NC(=O)c1ccc(NC(=O)CN2CCN(C(=O)c3ccco3)CC2)cc1	-8%	4	1	-3	-16%	9	-4%	-1%	-1%	3%
CCn1c(C)nc2cc(C(=O)N/N=C/c3ccccc3)ccc21	0%	-5	-2	-8	0%	-2	3%	5%	?	-1%
CC(=O)Nc1ccc(OC/C=C(\C)Cl)cc1	12%	-5	-1	-5	-8%	-4	-4%	6%	?	-1%
CC1(c2nnc(-c3ccccc3)o2)CC(c2cccnc2)=NO1 (stereo not drawn)	6%	11	2	-7	-3%	4	-4%	-2%	13%	5%
CC(=O)Nc1ccc(C(=O)OC2CCOC2=O)cc1 (stereo not drawn)	2%	6	1	1	-3%	10	-5%	-5%	3%	0%
Cc1cc(Cl)ccc1OC(C)C(=O)OCC(=O)Nc1ccc2[nH]c(=O)[nH]c2c1 (stereo not drawn)	5%	-4	?	-11	-7%	3	8%	3%	23%	1%
CCN(CC)S(=O)(=O)c1ccc(C(=O)NCc2nnc(SCC(=O)OC)n2C)cc1	-1%	4	1	-1	-12%	21	13%	-1%	-2%	-6%
COC(=O)CSc1c(-c2ccccc2)c2cc(Cl)ccc2[nH]c1=O	2%	1	0	1	-15%	-6	0%	5%	-2%	0%
CCc1cc2cc(C)cc(C)c2[nH]c1=S	0%	-96*	4	-1	14%	9	5%	3%	?	-5%
Cc1ccc(S(=O)(=O)NC(=O)NN2CC3CCCC3C2)cc1 (stereo not drawn)	0%	7	-2	-1	-2%	10	-43%	-2%	28%	2%
Cc1nc(NCCN2CCOCC2)c2nnn(Cc3c(F)cccc3Cl)c2n1	-8%	6	-4	11	14%	-11	0%	2%	-7%	-1%
O=C(O)c1cc2c(cc1NC(=O)c1c(F)cccc1Cl)OCCCO2	2%	2	-3	29	-1%	-3	3%	-10%	3%	2%
Cc1ccc2nc(-c3ccc(NC(=O)CN(c4ccccc4C)S(C)(=O)=O)cc3)sc2c1	0%	-39	0	-5	5%	-4	6%	10%	?	3%
O=C(c1ccc(-n2cncn2)c([N+](=O)[O-])c1)N1CCN(S(=O)(=O)c2ccc(F)c(F)c2)CC1	-3%	0	-1	-3	-8%	5	-2%	1%	5%	2%
COc1ccc(-c2nsc(SCC(=O)Nc3ccc4c(c3)OCO4)n2)cc1	-8%	-17	23	-18	-3%	7	4%[46.1 µM]	0%	?	1%
O=C(CNS(=O)(=O)c1ccc(Br)cc1)N1CCN(c2ccc(F)cc2)CC1	1%	-13	-2	17	0%	-4	2%[46.1 µM]	8%	?	-1%
Cc1ccc(NC(=O)c2cc(-c3ccc(C)c(C)c3O)n[nH]2)cc1C	-7%	-6	-3	-13	4%	-1	-2%	5%	-1%	4%
CN1CCC(Oc2ccccc2Sc2ccc(C(F)(F)F)cc2)CC1	-11%	1	28	-3	-16%	6	8%[46.1 µM]	-19%	-4%	-2%
CCOC(=O)c1ccc2c(c1)n(CC)c(/C=C/Nc1ccccc1)[n+]2CC	-6%	-28	0	-29	-9%	8	-6%	0%	?	2%
CCCCn1c(N)c(N(CC(C)C)C(=O)C2CCN(S(=O)(=O)c3ccc(F)cc3)CC2)c(=O)[nH]c1=O	-6%	nt	1	?	-11%	25	1%	0%	0%	0%
C(=N\N1CCN(Cc2ccccc2)CC1)/c1ccccc1	5%	-4	5	-3	6%	2	3%	-2%	?	9%
O=C(Nc1ccc2c(c1)OCCO2)c1ccc(Br)s1	-2%	-4	1	6	-2%	-12	6%[46.1 µM]	14%	?	1%
Cc1ccc(-c2nc(C#N)c(NCCc3ccccn3)o2)cc1	6%	-6	27	-1	18%[15.4 µM]	-6	0%	0%	?	1%
O=C(COC(=O)c1ccccc1Cl)NC(=O)NCc1ccccc1	13%	-226*	14	-139*	-3%	29	0%[46.1 µM]	10%	16%	-4%
CC[N+](CC)(CC)C/C(N)=N/O	-2%	-18	-4	3	2%	24	-4%	4%	0%	3%
COc1ccc(N(CC(=O)NC(C)C)C(=O)CCC(=O)Nc2ccccn2)cc1	-6%	1	-3	-12	2%	5	nt	3%	-3%	2%
Cc1cc(OCC(=O)N2CCOCC2)ccc1[N+](=O)[O-]	-4%	0	15	14	2%	8	1%	4%	?	-4%
O=C(c1ccco1)N1CCN(C(=O)C2c3ccccc3Oc3ccccc32)CC1	-6%	1	3	1	9%	4	-3%	0%	?	0%
O=C(CC1C(=O)NCCN1Cc1ccc(-c2ccccc2)cc1)NCc1ccncc1 (stereo not drawn)	7%	10	-1	-10	-7%	0	-2%	-3%	-5%	3%
O=c1cc(CSc2nnc(COc3ccccc3)n2-c2ccccc2)c2ccccc2[nH]1	1%	-1	-5	-12	-1%	-3	2%[46.1 µM]	-5%	-21%	0%
CCN(CC)c1ccc(O)c(C=Nc2ccc(C)c(C)c2)c1	1%	18	0	34	-2%	12	3%	-1%	7%	-1%
CC1CCN(CC2C(=O)O[C@@H]3C[C@@]4(C)CCC[C@H](C)C4=C[C@H]23)CC(C)(C)C1 (stereo partly drawn)	0%	9	8	0	-14%	-44	9%	-4%	0%	4%
CC(SCc1cc(=O)n2c([nH]c3ccccc32)c1C#N)C(=O)O (stereo not drawn)	3%	17	0	28	21%	2	6%	0%	-12%	5%
NS(=O)(=O)c1ccc(CCNS(=O)(=O)c2cccs2)cc1	-9%	-9	-2	-11	4%	1	1%	-2%	7%	4%
COc1ccc(N/C(=N/c2nc(C)cc(C)n2)NC(=O)Nc2ccc(Cl)c(Cl)c2)c(OC)c1	-1%	-14	-2	11	-11%	10	-2%[46.1 µM]	-2%	-4%	-2%

Record cards (already shown). Order of screens: A-T KAP1 phos, KCNH2 3.1 inh, TRPV1 agonist, hERG WT inh, Eya2 phos inh, TSHR antagonist, TCR act, Mito fusion act, ELG1 repair inh, USP2a inh
CCN(CC)c1ccc(O)c(C=Nc2ccc(C)c(C)c2)c1 reads 1%, 18, 0, 34, -2%, 12, 3%, -1%, 7%, -1%
O=c1cc(CSc2nnc(COc3ccccc3)n2-c2ccccc2)c2ccccc2[nH]1 reads 1%, -1, -5, -12, -1%, -3, 2%[46.1 µM], -5%, -21%, 0%
Cc1cc(OCC(=O)N2CCOCC2)ccc1[N+](=O)[O-] reads -4%, 0, 15, 14, 2%, 8, 1%, 4%, ?, -4%

Reformatted: entries from further up.
Below each compound: A-T KAP1 phos	KCNH2 3.1 inh	TRPV1 agonist	hERG WT inh	Eya2 phos inh	TSHR antagonist	TCR act	Mito fusion act	ELG1 repair inh	USP2a inh
> Cc1cc(OCC(=O)N2CCOCC2)ccc1[N+](=O)[O-]
 : -4%	0	15	14	2%	8	1%	4%	?	-4%
> O=C(c1ccco1)N1CCN(C(=O)C2c3ccccc3Oc3ccccc32)CC1
 : -6%	1	3	1	9%	4	-3%	0%	?	0%
> O=C(CC1C(=O)NCCN1Cc1ccc(-c2ccccc2)cc1)NCc1ccncc1 (stereo not drawn)
 : 7%	10	-1	-10	-7%	0	-2%	-3%	-5%	3%
> O=c1cc(CSc2nnc(COc3ccccc3)n2-c2ccccc2)c2ccccc2[nH]1
 : 1%	-1	-5	-12	-1%	-3	2%[46.1 µM]	-5%	-21%	0%

High-throughput results as filed in PubChem BioAssay.
